UBC9 SUMO inh = blocks human SUMOylation mediated by UBC9 | P63279 | HTRF SUMOylation assay, SAE1/SAE2 + UBC9, in vitro | inhibition, % at 35 µM | 290,000 tested, 0.36% active | AID 2006; in the data active = inhibition above about 50%, passing the limit was not always enough; note: strong numbers were not always called active
Target sequence (P63279 whole entry, looked up): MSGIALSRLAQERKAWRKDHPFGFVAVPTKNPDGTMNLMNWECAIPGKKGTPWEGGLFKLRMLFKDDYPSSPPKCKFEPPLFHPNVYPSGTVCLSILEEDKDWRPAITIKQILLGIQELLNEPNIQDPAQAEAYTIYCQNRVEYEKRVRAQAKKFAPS
MEKK2wt PB1 HTS = raises or lowers MEK5 binding to wildtype human MEKK2 PB1 domain; Q9Y2U5; bead flow cytometry, Alexa488-MEK5 binding to MEKK2 WT; actives lie on both sides; binding response (% of control), % at 10 µM; 290,000 tested, 1.1% active; AID 1531; in the data active = binding response below about 67% or above about 130%
NALP1 inh = inhibitors of NALP1 inflammasome in yeast; S. cerevisiae NALP1/ASC/caspase-1 growth, X-gal OD620, 72 h; inhibition, % at 10 µM; 280,000 tested, 0.61% active; in the data active = inhibition mostly above about 24%, no sharp cut-off; inactive = mostly below about 32%; note: some compounds called inactive have numbers as strong as hits
IMP-1 inhibitor = inhibitors of Pseudomonas aeruginosa IMP-1 metallo-beta-lactamase; purified IMP-1, nitrocefin hydrolysis, epi-absorbance fluorescence; inhibition, % at 5.6 µM; 290,000 tested, 0.45% active; AID 1556;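 active = inhibition above the mean plus 3 SD of all compounds in the same screening run, cut at about 4.5% in these data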;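 note: 0% = IMP-1 with DMSO and 100% = DMSO wells lacking enzyme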
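System: purified recombinant IMP-1 beta-lactamase. Medium: Zinc- and detergent-supplemented HEPES buffer, pH 7.1. Compound: one 5.6 µM dose […]. Schedule: 15 min preincubation plus 25 min reaction at 25 °C. Technique: Epi-absorbance fluorescence, 480 nm excitation, 530 nm emission.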
M18AAP inhibitor = PfM18AAP enzyme inhibition; recombinant PfM18AAP, H-Glu-NHMec fluorogenic cleavage; inhibition, % at 7.35 µM; 290,000 tested, 1.2% active; AID 1822;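 active = inhibition above the campaign mean inhibition over all tested compounds plus 3 SD, cut at about 28% in these data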;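 note: 0% = plate median of test compound wells and 100% = 2 mM ZnCl2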
HCV NS3 hel inh = HCV NS3 helicase inhibition; NS3 helicase DNA unwinding, Cy5 molecular beacon fluorescence; inhibition, % at 10.9 µM; 290,000 tested, 0.56% active;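 active = inhibition above the mean of all tested compounds plus 3 SD, set per campaign, cut at about 35% in these data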;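 note: 0% = DMSO wells and 100% = thioflavine S control wells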
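Control set: DMSO versus 110 µM thioflavine S; Material: NS3 helicase fragment of HCV; Measured by: Cy5 fluorescence at 0 and 60 min, beacon hairpin quenching; Read-out basis: percent inhibition from t60/t0 fluorescence ratio; Times: reaction time 60 min, 25 °C; Repeats: single replicate; Compound dosing: single dose, 10.9 µM nominal final, DMSO 0.8% final.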
VIM-2 inhibitor = inhibitors of Pseudomonas aeruginosa VIM-2 metallo-beta-lactamase | purified VIM-2, nitrocefin hydrolysis, epi-absorbance fluorescence | inhibition, % at 5.6 µM | 290,000 tested, 0.89% active;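 active = inhibition above the mean of all tested compounds plus 3 SD, cutoff set per screening run, cut at about 7.5% in these data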;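 note: red hydrolysis product quenches plate fluorescence so inhibitors raise well fluorescence; 0% = enzyme with DMSO and 100% = DMSO without enzyme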
DNA FID counter = counter-screen for HCV NS3 helicase inhibitors: DNA intercalator displacement | DNA fluorescent intercalator displacement, fluorescence | inhibition, % at 7.9 µM | 290,000 tested, 0.17% active; in the data active = inhibition above about 37%;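 note: 0% = vehicle and 100% = reference compound; higher means more ethidium bromide displaced from hairpin DNA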
MEKK2mut PB1 HTS = signal of MEK5 binding to mutant human MEKK2 PB1 domain. bead flow cytometry, Alexa488-MEK5 binding to MEKK2 mutant. percent response, % at 10 µM. 290,000 tested, 0.35% active. AID 1530; in the data active = percent response above about 24%, passing the limit was not always enough; note: inactives centre near 1; some results filed as inactive read as strong as hits
Active calls of the source: *; . = no result given.

molecule | UBC9 SUMO inh | MEKK2wt PB1 HTS | NALP1 inh | IMP-1 inhibitor | M18AAP inhibitor | HCV NS3 hel inh | VIM-2 inhibitor | DNA FID counter | MEKK2mut PB1 HTS
CS(=O)(=O)NN1C(=O)c2ccccc2NC1c1cccs1 (stereo not drawn) | 9 | 105 | 7 | -3.5 | 2 | 7 | -0.8 | 0 | 9
COc1ccc(C(=O)Nc2ccccc2C(=O)N2CCCCCC2)cc1OC | -2 | 106 | 8 | -1.6 | 3 | 3 | -3.2 | -16 | 3
Cc1cc(C)c2c(c1)NC(c1cc3c(cc1Br)OCO3)C1CC=CC21 (stereo not drawn) | 3 | 99 | -1 | 0.2 | -3 | 11 | -1.2 | -2 | 0
O=C1C=C(Nc2ccc(Cl)cc2)C(=O)N1c1ccc(Cl)cc1 | 10 | 97 | 16 | -2.9 | -6 | 0 | 5.8 | -3 | -2
Cc1cc(C(=O)Nc2sc(C)c(C)c2C#N)c(C)o1 | 16 | 103 | 0 | -3.4 | 6 | 17 | -3.6 | -7 | 3
COc1ccc(CN2CCN(CC3CC3)CC2CCO)c(C)c1C (stereo not drawn) | 12 | 105 | 15 | -2.4 | -7 | -3 | 0.3 | 4 | 9
COc1ccc(C(=O)Nc2ccc3nc4n(c(=O)c3c2)CCCC4)cc1[N+](=O)[O-] | 5 | 92 | -2 | -1.5 | -15 | -10 | 0.4 | -5 | -4
CCc1ccccc1NC(=O)CCCSc1nc2ccccc2s1 | -23 | 101 | 20 | -2.2 | 2 | -10 | -1.5 | -23 | 7
O=C(OCCN1C(=O)CCC1=O)c1ccc(S(=O)(=O)N2CCCCC2)cc1 | -18 | 105 | 13 | -1.0 | -8 | 8 | -1.2 | -15 | 6
COc1ccc(S(=O)(=O)N2CCOCC2)cc1NC(=O)CSc1cccc[n+]1[O-] | 6 | 98 | 2 | -2.4 | 6 | 6 | -2.3 | -3 | 0
CN1CCN(S(=O)(=O)c2cccc(C(=O)N3CCc4ccccc43)c2)CC1 | -1 | 90 | -4 | -2.1 | -2 | -9 | 1.0 | 13 | -8
CCCNCC1C(Oc2ccc(Cl)cc2)C(=O)N1c1ccccc1C (stereo not drawn) | -13 | 119 | -12 | -1.6 | 1 | -48 | -3.0 | 12 | 1
Cc1ccc(CCNC(=O)C2CC(=O)N(C3CCCCC3)C2)cc1 (stereo not drawn) | . | 95 | 16 | 1.3 | 13 | 30 | 1.4 | -18 | -6
O=C(NCCOc1ccccc1F)Nc1ccc(Br)cc1 | -4 | 113 | -2 | -2.1 | -2 | -14 | -1.4 | -2 | 9
COC(=O)c1nn(-c2ccc(OC)cc2)c(=O)cc1O | 21 | 107 | 4 | -1.3 | -5 | 4 | -1.1 | -9 | 0
O=c1cc(O)nc(SCc2ccccc2)n1-c1ccc(F)cc1 | -10 | 102 | -11 | -1.7 | 3 | 59* | -0.3 | -24 | 2
COc1ccc(/C=N/N2CCN(Cc3ccc(C)cc3)CC2)cc1Br | 4 | 132 | 6 | -2.5 | -4 | -31 | -0.7 | 1 | 10
O=C(Nc1cccc(S(=O)(=O)Nc2ccc(Cl)cc2)c1)c1cc2c(s1)CCCC2 | -15 | 108 | 28 | -3.0 | -4 | -5 | -3.2 | 1 | 15
CC1(C)CC(=O)C(N=Nc2cccc([N+](=O)[O-])c2)=C(O)C1 | 20 | 90 | 24 | -1.4 | -10 | 10 | -1.6 | -3 | -23
COc1cccc(C2CC(c3ccccc3)=NN2S(=O)(=O)c2ccc(C)cc2)c1OC (stereo not drawn) | -11 | . | 9 | -1.1 | 1 | -20 | -0.7 | -20 | .
CCC(CC)C(=O)Nc1cccc(C(=O)Nc2ccc(S(N)(=O)=O)cc2)c1 | 2 | 105 | -1 | -1.8 | -3 | 6 | -2.9 | 1 | 9
CSc1nc2nc(C(F)(F)F)cc(-c3ccccc3)n2n1 | 31 | 102 | -10 | -1.4 | 5 | -10 | 1.9 | -4 | 1
CCC(=O)c1ccc(OC(C)C(=O)NC2(C#N)CCCCC2)cc1 (stereo not drawn) | 13 | 101 | 6 | -0.8 | -7 | -1 | 0.8 | -12 | -3
O=C(O)[C@H]1CCCC[C@H]1C(=O)NCCNC(=O)[C@@H]1CCCC[C@@H]1C(=O)O | 26 | 103 | 11 | -3.1 | -7 | 2 | -0.8 | -4 | 2
CNS(=O)(=O)c1cccc2cccnc12 | -2 | 101 | 7 | -1.1 | 2 | 2 | -2.8 | -1 | 4
COc1ccccc1-c1noc(CCCC(=O)NC2CCCCC2)n1 | -19 | 100 | -3 | -2.5 | -1 | -4 | -2.7 | -24 | 1
CCOC(=O)C(C(=O)OCC)N(C#N)c1nc(SC)nc(N(C)C)n1 | 14 | 97 | 7 | -2.9 | -7 | 5 | -2.1 | -23 | 3
O=C(O)[C@H](Cc1ccccc1)N1C(=O)c2c(Cl)c(Cl)c(Cl)c(Cl)c2C1=O | 20 | 89 | 35 | -1.4 | 1 | -16 | 8.5* | 8 | -6
CCOC(=O)c1ccc(-n2ccnc2)c(NC(=O)c2ccc(C(C)(C)C)cc2)c1 | 0 | 94 | 19 | -1.3 | -6 | -13 | -0.4 | -19 | -5
CCOC(=O)c1c(C)oc(NC(=O)COc2ccc(Cl)cc2C)c1C#N | -7 | 100 | 5 | -1.7 | 0 | 0 | -2.9 | -2 | -4
COc1cc(N2CN=c3s/c(=C\c4ccccn4)c(=O)n3C2)cc(OC)c1OC | 6 | 112 | 16 | -1.9 | 8 | -5 | -0.9 | -7 | 5
CCOc1ccc(N2C(=O)CC(N3CC(C)OC(C)C3)C2=O)cc1 (stereo not drawn) | -5 | 97 | . | -4.1 | -5 | 6 | -4.3 | -7 | -2
Cc1snc(SCC(=O)N/N=C(\N)COc2ccc(F)cc2)c1C#N | -20 | 93 | 9 | -2.0 | 7 | -3 | -1.6 | -4 | -3
Cc1c(CCO)c(=O)oc2n[nH]c(-c3ccccc3)c12 | -2 | 103 | -17 | -3.8 | -5 | 8 | 0.6 | 4 | 2
CCCOc1ccc(Cn2cnc3ccccc32)cc1 | -24 | 102 | 5 | 3.0 | -1 | -5 | -0.5 | -18 | 1
COCc1nc(-c2cc(OC)c(OC)c(OC)c2)no1 | 6 | 100 | 4 | -0.7 | -3 | 2 | -0.3 | 3 | 1
Cn1c(=O)c2sccc2n2c(CCCC(=O)NC3CCN(Cc4ccccc4)CC3)nnc12 | 14 | 102 | 12 | 0.0 | 0 | 10 | 10* | -4 | -6
COc1ccc(N2C(=O)CC(Sc3ccccc3C(=O)O)C2=O)c([N+](=O)[O-])c1 (stereo not drawn) | 19 | 107 | -6 | -1.0 | -25 | 15 | -3.0 | -9 | -2
Cn1ncc(Oc2ccc([N+](=O)[O-])cc2)c(Cl)c1=O | 10 | 104 | . | -2.1 | -4 | 9 | -1.6 | -12 | -3
CCOc1ccc(-n2c(=O)[nH]cc(C(=O)Nc3ccc(OC)c(OC)c3)c2=O)cc1 | 0 | 96 | 6 | 0.6 | 8 | -9 | 1.1 | -21 | -8
Clc1ccc(-c2n[nH]c3c2CCC3)c(Cl)c1 | 38 | 99 | 12 | -1.4 | -8 | 5 | -1.8 | -7 | 4
COC(=O)c1ccc(CN(c2ccc(C(=O)O)c(O)c2)S(=O)(=O)c2ccc(Cl)c([N+](=O)[O-])c2)cc1 | 4 | 98 | 24 | -0.2 | -8 | -11 | -0.1 | -1 | -2
O=C1CC(N2CCN(C/C=C/c3ccccc3)CC2)C(=O)N1Cc1ccc(N2CCCC2=O)cc1 (stereo not drawn) | 8 | 106 | 11 | -4.8 | -1 | 0 | -3.2 | -5 | 3
CCOC(=O)N1CCN(S(=O)(=O)c2ccc(C(=O)Nc3ccc4c(c3)C(=O)NC4=O)cc2)CC1 | 16 | 101 | -4 | -3.0 | 0 | -2 | -2.0 | -1 | -1
CC1Cc2ccccc2N1C(=O)COC(=O)c1ccc(S(=O)(=O)N(C)C)cc1 (stereo not drawn) | 4 | 100 | -2 | -0.2 | -4 | -6 | -1.8 | -5 | 1
Nn1c(SCC(=O)NC2CCCc3ccccc32)nnc1-c1cccs1 (stereo not drawn) | 20 | 105 | -34 | -2.2 | -1 | 4 | -2.4 | -9 | 3
O=C(NCCOC(=O)c1ccc(F)cc1)c1ccc(F)cc1 | -3 | 108 | -2 | -2.6 | 0 | 5 | -2.7 | -10 | 14
COC(=O)c1cn[nH]c1NC(=S)Nc1ccc(C)cc1Cl | 1 | 112 | -4 | -1.5 | -4 | 5 | -3.2 | 6 | 4
Cc1cc(C)c(S(C)(=O)=O)c(Oc2cccc(Cl)c2)n1 | 10 | 107 | 31 | -1.3 | 0 | -4 | -0.8 | -5 | 7
CCNC(=S)NNC(=O)c1cc(-c2cccc(OCC)c2)nc2ccccc12 | -62 | 95 | -4 | -1.9 | -2 | 3 | -4.4 | -8 | 2
Cc1ccc(NC(=O)Cn2c(=S)[nH]c3ccccc32)cc1 | -2 | 102 | 2 | -2.0 | 5 | 1 | -2.5 | -2 | 4
COc1ccc(CCNC(=O)C2CC(=O)N(c3ccccc3)C2)cc1OC (stereo not drawn) | 12 | 108 | . | -2.2 | -6 | 5 | -1.9 | -6 | 3
O=C(Nc1nnc(C2CC2)s1)c1cccc(S(=O)(=O)N2CC(c3ccccc3)CC2=O)c1 (stereo not drawn) | 22 | 102 | -2 | -5.0 | 5 | -2 | -2.1 | -2 | -1
C=CCNC(=O)Cn1c(=O)c2c(ncn2CCC(C)C)n(Cc2ccccc2)c1=O | 13 | 101 | -5 | -5.6 | 7 | 2 | -3.3 | -36 | 3
CC(C)c1c(C#N)c(N)nc(SCC(=O)c2cc3ccccc3oc2=O)c1C#N | 12 | 109 | 1 | -2.1 | 3 | 13 | -1.8 | -5 | 0
CCOC(=O)CN(C(=O)CN1CCOCC1)c1ccc(Br)cc1 | 9 | 99 | 3 | -0.2 | -2 | 6 | -1.1 | -11 | 1
COc1ccccc1NC(=O)c1ccc(NC(=O)CSc2nnnn2C)cc1 | 0 | 98 | -4 | -2.7 | 2 | -1 | -3.3 | -11 | -1
COCCn1c(C)cc(C(=O)CSc2cc(C)c3ccccc3n2)c1C | 4 | 105 | 23 | 5.7* | 21 | 13 | -0.5 | -8 | 14

Only DNA FID counter, VIM-2 inhibitor and UBC9 SUMO inh, for two of the compounds above:
| compound | DNA FID counter | VIM-2 inhibitor | UBC9 SUMO inh |
| --- | --- | --- | --- |
| COC(=O)c1cn[nH]c1NC(=S)Nc1ccc(C)cc1Cl | 6 | -3.2 | 1 |
| Cc1cc(C)c(S(C)(=O)=O)c(Oc2cccc(Cl)c2)n1 | -5 | -0.8 | 10 |
